Bioassay records as filed in PubChem.
Pin1 inhibitor – human Pin1 inhibition; 390,000 tested, 0.009% active; Pin1 FP peptide displacement, HiFluor488, 10 min; Q13526; Potency, µM (titrated, usually from 115 µM), without a hit: at the highest dose activity, negative = inhibition, hits mostly inhibitors; active = well fitted inhibition curve with a large enough effect in the polarisation, with a control signal flat, not every such curve was filed as active; inconclusive = small, poorly fitted or top-dose-only effect, or effect the other way, or a change in a side signal; inactive = no such curve, though single readings can be large or run the other way; the % refers to the polarisation; also: potency is read from the fitted curve at half-maximal effect; % is scaled to controls: 0 for no effect and ±100 for the full control effect
Target sequence (Q13526 whole entry, looked up): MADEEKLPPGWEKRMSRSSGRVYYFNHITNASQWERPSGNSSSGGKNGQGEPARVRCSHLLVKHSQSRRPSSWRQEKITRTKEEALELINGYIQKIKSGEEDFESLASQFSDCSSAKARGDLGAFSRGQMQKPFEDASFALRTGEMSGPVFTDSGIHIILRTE
GLS inh – inhibitors of human glutaminase (GLS); O94925; GLS enzymatic activity, qHTS titration; Potency, µM (titrated, usually from 45.5 µM), inactives show at the highest dose activity change, negative = inhibition, usual class: inhibitors; 410,000 tested, 0.21% active; AID 624170; also: potency is read from the fitted curve at half-maximal effect; % is scaled to controls: 0 for no effect and ±100 for the full control effect
Target sequence (O94925 whole entry, looked up): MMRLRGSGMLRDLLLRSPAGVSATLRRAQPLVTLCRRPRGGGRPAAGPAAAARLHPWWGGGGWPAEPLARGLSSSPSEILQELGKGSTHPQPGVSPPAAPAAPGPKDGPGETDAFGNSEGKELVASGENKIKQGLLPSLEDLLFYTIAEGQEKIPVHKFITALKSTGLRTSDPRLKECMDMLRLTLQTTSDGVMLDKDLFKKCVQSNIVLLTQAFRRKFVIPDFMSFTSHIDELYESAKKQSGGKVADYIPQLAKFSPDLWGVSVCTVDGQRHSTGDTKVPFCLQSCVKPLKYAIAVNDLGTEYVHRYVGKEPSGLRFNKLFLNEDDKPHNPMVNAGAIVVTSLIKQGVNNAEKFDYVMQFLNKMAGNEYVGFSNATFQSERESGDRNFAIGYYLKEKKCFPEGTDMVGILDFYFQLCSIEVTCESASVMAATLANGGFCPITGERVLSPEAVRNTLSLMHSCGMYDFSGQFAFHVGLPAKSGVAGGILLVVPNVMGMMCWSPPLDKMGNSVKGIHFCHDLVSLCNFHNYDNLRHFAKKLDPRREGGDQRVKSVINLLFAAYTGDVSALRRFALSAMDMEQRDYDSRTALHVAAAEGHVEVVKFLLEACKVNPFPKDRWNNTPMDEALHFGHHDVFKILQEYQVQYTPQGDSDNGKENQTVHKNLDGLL
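Assay buffer: 45 mM KH2PO4 pH 8.2, 0.02% Tween-20. hKGA acts on L-glutamine (1 mM solution added); product glutamate is reported by an oxidase/peroxidase Amplex Red coupling, with fluorescence taken at baseline and 30 min.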
Tb PGK inh – T. brucei PGK inhibition; P07378; AID 602233; Potency, µM (titrated, usually from 57.5 µM), inactives show at the highest dose activity change, negative = inhibition, hits mostly inhibitors; PGK/GAPDH coupled, Kinase-Glo luminescence, 60 min; 380,000 tested, 0.043% active; also: potency is read from the fitted curve at half-maximal effect; % is scaled to controls: 0 for no effect and ±100 for the full control effect; nearly all actives have a fitted effect of over 60% in size
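Recombinant glycosomal PGK reaction used 1,3-bisphosphoglycerate generated in-well by GAPDH (100nM final) in 100mM TEA pH 7.6, 5mM MgCl2, 0.01% Tween-20. After 60 minutes at room temperature, ATP was read by Kinase-Glo Plus luminescence end-point.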
ERG Ets-DNA blk – inhibitors of human ERG Ets domain-DNA interaction. P11308. AID 624246. 370,000 tested, 0.028% active. fluorescence polarization, His-ERG Ets domain / labelled DNA. Potency, µM (highest dose often 76.9 µM), for inactives: at the top dose FP activity, negative = inhibition, hits mostly inhibitors; active = well fitted inhibition curve with a large enough effect in the polarisation, with a control signal flat; inconclusive = small, poorly fitted or top-dose-only effect, or effect the other way, or a change in a side signal; inactive = no such curve, though single readings can be large or run the other way; the % refers to the polarisation;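 also: polarization taken with two DNA probes labelled with fluorescein and Texas red; potency is read from the fitted curve at half-maximal effect; % of control where 0% means no effect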
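His-tagged ERG Ets domain (1 uM in the protein solution; 300mM KCl, 50mM Tris-HCl, 1mM EDTA, 1mM DTT, pH 7.5) received compound, then a probe mix of 5 nM fluorescein-DNA and 100nM Texas-615-DNA. Fluorescence polarization was read for both dyes.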
G9a inh – blocks human histone lysine methyltransferase G9a | Q96KQ7 | G9a H3K9 monomethylation, AlphaScreen, 2 h | Potency, µM (series often up to 102 µM), inactives show top-dose activity, negative = inhibition, actives largely listed as inhibitors | 350,000 tested, 8.8% active; also: potency is read from the fitted curve at half-maximal effect; % is scaled to controls: 0 for no effect and ±100 for the full control effect; nearly all actives have a fitted effect of over 75% in size
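Methyltransferase reactions run at room temperature for 2 h (20 nM enzyme, 500 nM biotin-H3K9 peptide, 20 uM SAM) after a 15 min compound preincubation; product detected by AlphaScreen beads and anti-H3K9me1 antibody.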
HP1b binding inh – blocks HP1-beta chromodomain binding to methylated histone tails; P83916; AlphaScreen HP1-beta / biotin-H3K9me3 peptide binding; Potency, µM (series often up to 114 µM), for inactives: top-dose activity change, negative = inhibition, usual class: inhibitors; 390,000 tested, 0.56% active; AID 540317; also: potency is read from the fitted curve at half-maximal effect; nearly all actives have a fitted effect of over 70% in size; inactives centre near 23
Target sequence (P83916 whole entry, looked up): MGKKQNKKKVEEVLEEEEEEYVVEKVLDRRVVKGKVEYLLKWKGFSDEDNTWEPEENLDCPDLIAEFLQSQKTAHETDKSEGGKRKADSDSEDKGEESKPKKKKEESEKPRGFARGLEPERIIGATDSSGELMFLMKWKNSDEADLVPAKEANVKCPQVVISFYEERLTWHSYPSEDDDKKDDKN
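AlphaScreen: HP1-beta (50 nM) preformed 30 min with biotin-H3(1-18)K9me3 peptide (50 nM) in PBS pH 7.4, 0.01% Tween-20. Compound added for 30 min at RT, then streptavidin donor/nickel chelate acceptor beads (10 ug/mL) for 30 min.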
JMJD2A Tudor – JMJD2A Tudor domain (human) inhibition; AlphaScreen JMJD2A-Tudor / H3K4me3 peptide binding; Potency, µM (top dose mostly 114 µM), inactives show at the highest dose activity change, negative = inhibition, actives largely listed as inhibitors; 390,000 tested, 4.4% active; also: potency is read from the fitted curve at half-maximal effect; % is scaled to controls: 0 for no effect and ±100 for the full control effect; nearly all actives have a fitted effect of over 50% in size
BAZ2B block – inhibitors of human BAZ2B bromodomain. Q9UIF8. AlphaScreen BAZ2B-H3K14Ac peptide displacement. Potency, µM (top dose mostly 114 µM), without a hit: at the top dose activity change, negative = inhibition, most hits filed as inhibitors. 360,000 tested, 4.4% active. AID 504333; also: potency is read from the fitted curve at half-maximal effect; % is scaled to controls: 0 for no effect and ±100 for the full control effect; nearly all actives have a fitted effect of over 60% in size
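Inhibition is scored as reduced AlphaScreen emission. The BAZ2B/b-H3(5-23)K14Ac complex (50 nM each) in PBS pH 7.4, 0.01% Tween-20 meets compound (up to 110 uM) for 30 min at RT before bead addition.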
PI4K2A block – blocks human PI4K2A kinase activity | purified PI4K2A, ADP-Glo luminescence, 1 h; hits give low values | Q9BTU6 | 420,000 tested, 0.13% active | activity change, negative = inhibition, % at 76.9 µM | AID 1346378; in the data active = activity change below about -50%; inconclusive = mostly about -30% to -49%;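 also: -100% = wells without enzyme as full effect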
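Compounds are screened against recombinant PI4K2A using PI as substrate and ATP, the latter dispensed at 300 microM. Reactions run one hour at ambient temperature before ADP-Glo detection; full inhibition defined by wells lacking enzyme.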
Starred values were filed as active, the others as inactive; i = inactive; ? = inconclusive; · = no result given; [ ] = remark or other dose. Unless noted, calls follow the shape of the dose curve; as a rule, active = well fitted curve in the direction sought with a large enough effect; inconclusive = small, poorly fitted or top-dose-only effect, or another doubt; inactive = no such curve, though single readings can be large; an effect the other way counts as inactive or inconclusive.

A first look (2 entries):
SMILES	Pin1 inhibitor	GLS inh	Tb PGK inh	ERG Ets-DNA blk	G9a inh	HP1b binding inh	JMJD2A Tudor	BAZ2B block	PI4K2A block
O=C(NCCc1ccccc1)c1cccc(N2CCCC2=O)c1	-10%	1%	2%	0%	-4%	41%[activator]	6%	-4%	-5
Cc1ccc(NC(=O)CN2CCN(C3CCCCC3)C(=O)C2=O)cc1C	1%	-4%	-9%	-3%	8%[59 µM]	22%	0%	-4%	0

All compounds of this part, from the first entry:
SMILES	Pin1 inhibitor	GLS inh	Tb PGK inh	ERG Ets-DNA blk	G9a inh	HP1b binding inh	JMJD2A Tudor	BAZ2B block	PI4K2A block
O=C(NCCc1ccccc1)c1cccc(N2CCCC2=O)c1	-10%	1%	2%	0%	-4%	41%[activator]	6%	-4%	-5
Cc1ccc(NC(=O)CN2CCN(C3CCCCC3)C(=O)C2=O)cc1C	1%	-4%	-9%	-3%	8%[59 µM]	22%	0%	-4%	0
Cc1cccc(C)c1NS(=O)(=O)c1cc2c3c(c1)CCN3C(=O)CC2	1%	20%	13%	-4%	-2%	19%	-6%	0%	0
O=C1CC(=O)N(Cc2cccs2)C(=O)N1	?	-6%	0%	6%	-44%[12.7 µM]	32%	-20%	-3%	-23
O=C(NCCCN1C(=O)c2ccccc2C1=O)OCc1ccccc1	7%	7%	4%	-8%	·	14%	1%	·	3
CNC(=O)c1[nH]cnc1C(=O)N[C@@H](CC(C)C)C(=O)OCc1ccccc1	-4%	0%	-1%	-16%	-22%[59 µM]	43%[activator]	-18%	-21%	4
CCC(CCC(=O)Nc1cccc([N+](=O)[O-])c1)C(=O)O (centres undefined)	-3%	3%	-9%	-2%	3%	33%	-22%	-5%	-3
COc1ccc(C(c2nnnn2CCc2ccccc2)N2CCN(C3CCCC3)CC2)cc1 (centres undefined)	-7%	15%	-7%	5%	79µM*	11%	-32%	5%	0
Cc1ccc(C)c(NC(=O)c2nnn(Cc3ccccc3C)c2N)c1	74%[activator]	-14%	-7%	10%	20%	6%	-14%	3%	5
O=C(CNC(=O)c1ccco1)N=Nc1c(O)[nH]c2ccc(Br)cc12	0%	-10%	4%	-4%	8%	56%[activator]	-16%	-13%[57.1 µM]	0
CCCOc1ccc(-c2cccc(NS(=O)(=O)c3cc(OC)ccc3OC)c2)nn1	1%	-9%	-16%	2%	7.9µM*	-24%[57 µM]	-24%	-4%	1
CN(C(=O)CSc1ncccn1)C1CCS(=O)(=O)C1 (centres undefined)	2%	3%	2%	0%	·	42%[activator]	-14%	·	0
O=S(=O)(NCc1ccccc1)c1cccc2nonc12	2%	1%	5%	-8%	5%[59 µM]	6%	-4%	-3%	2
COc1ccc(C=O)cc1Cn1c(C)cc(C)c(C#N)c1=O	-3%	-6%	-7%	-7%	?	35%	2%	·	0
N=c1c2c(ncn1CCCO)Oc1ccc3ccccc3c1C2c1ccccc1 (centres undefined)	6%	1%	-11%	3%	-30%	8%	-17%	-22%	-5
O=C(Nc1ccc(Br)cc1)NC1CCCCCCC1	-1%	-18%	-10%	1%	·	64%[activator]	-6%	8%	2
CSc1ccc(C(=O)Nc2cc(S(=O)(=O)N3CCOCC3)ccc2N2CCOCC2)cc1[N+](=O)[O-]	-4%	1%	i	3%	·	22%	-16%	·	-2
Cc1cc(N2CCN(C/C=C/c3ccccc3)CC2)n2ncnc2n1	-4%	-8%	-8%	·	-12%	20%	-20%	-2%	-2
Cc1ccc2cc(C)c(SCC(=O)NCC3CCCO3)nc2c1 (centres undefined)	-5%	-9%	-7%	21%	-3%[59 µM]	?	?	3%	-10
COc1ccc(OC(C)C(=O)N2CCC(C)CC2)cc1 (centres undefined)	?	4%	-1%	-1%	16%	14%	-6%[57.1 µM]	11%	-6
COc1ccccc1NC(=O)C(C)OC(=O)c1nc2nc(C)cc(C)n2n1 (centres undefined)	9%	0%	0%	-6%	-36%	22%	1%	11%	4
Cc1nc(NC(=O)CC(C)C)sc1-c1csc(Nc2ccc(Cl)cc2)n1	32%[activator]	2%	-6%	12%	32%[0.501 µM]	?	?	?	-3
O=C1CC(Cc2ccccc2)C(=O)N1c1ccccn1 (centres undefined)	-6%	1%	-1%	0%	-11%	30%	-7%	-2%	1
N#C/C(=C\c1ccc[nH]1)S(=O)(=O)c1ccccc1	-6%	-15%	-9%	2%	16%[59 µM]	2%	?	13%	1

Rewritten with values ahead of the structure: part of the list above.
Pin1 inhibitor,GLS inh,Tb PGK inh,ERG Ets-DNA blk,G9a inh,HP1b binding inh,JMJD2A Tudor,BAZ2B block,PI4K2A block,Structure
2%,1%,5%,-8%,5%[59 µM],6%,-4%,-3%,2,O=S(=O)(NCc1ccccc1)c1cccc2nonc12
-3%,-6%,-7%,-7%,?,35%,2%,·,0,COc1ccc(C=O)cc1Cn1c(C)cc(C)c(C#N)c1=O
6%,1%,-11%,3%,-30%,8%,-17%,-22%,-5,N=c1c2c(ncn1CCCO)Oc1ccc3ccccc3c1C2c1ccccc1 (centres undefined)
-1%,-18%,-10%,1%,·,64%[activator],-6%,8%,2,O=C(Nc1ccc(Br)cc1)NC1CCCCCCC1
-4%,1%,i,3%,·,22%,-16%,·,-2,CSc1ccc(C(=O)Nc2cc(S(=O)(=O)N3CCOCC3)ccc2N2CCOCC2)cc1[N+](=O)[O-]
-4%,-8%,-8%,·,-12%,20%,-20%,-2%,-2,Cc1cc(N2CCN(C/C=C/c3ccccc3)CC2)n2ncnc2n1
-5%,-9%,-7%,21%,-3%[59 µM],?,?,3%,-10,Cc1ccc2cc(C)c(SCC(=O)NCC3CCCO3)nc2c1 (centres undefined)
?,4%,-1%,-1%,16%,14%,-6%[57.1 µM],11%,-6,COc1ccc(OC(C)C(=O)N2CCC(C)CC2)cc1 (centres undefined)

Other structures
SMILES	Pin1 inhibitor	GLS inh	Tb PGK inh	ERG Ets-DNA blk	G9a inh	HP1b binding inh	JMJD2A Tudor	BAZ2B block	PI4K2A block
O=c1cc(SCc2ccc(Cl)cc2Cl)nc[nH]1	0%	14%	-1%	22%	·	25%	-9%	·	-1
O=C(Cn1c(=O)[nH]c2ccccc2c1=O)Nc1cccnc1	-4%	-5%	-6%	-9%	2%	15%[57 µM]	4%	-20%	7
CCNC(=S)NS(=O)(=O)c1ccccc1	0%	5%	4%	3%	28µM*	-31%	40µM*	?	10
O=C(CSCc1ccc(F)cc1)NCc1ccco1	-1%	1%	i	-4%	?	44%[activator]	-17%	7%	9
Cc1ccc(NC2=NC(c3ccc(F)cc3)n3c(nc(C)cc3=O)N2)c(C)c1 (centres undefined)	5%	-16%	i	8%	·	30%	-8%	3%	3
Cn1c(=O)c2c(nc(CN3CCN(c4ccccc4F)CC3)n2CCCc2ccccc2)n(C)c1=O	-12%	-12%	i	0%	·	34%	-9%	·	-6
CCOCCc1nn2c(=O)cc(COC(=O)c3ccccc3NC(=O)c3cccs3)nc2s1	1%	3%	-3%	0%	-10%[59 µM]	-1%	-20%	2%	-2
CC(C)C(=O)Nc1ccc(NC(=O)c2ccc(COc3ccccc3)cc2)cc1	-5%	-2%	-7%	0%	-3%	32%	0%	-8%	-1
Cc1ccc2cc(CN(Cc3ccco3)C(=S)NCC3CCCO3)c(=O)[nH]c2c1C (centres undefined)	3%	-7%	-3%	17%	6%[59 µM]	-4%	?	-36%	2
CCn1c2c(c(=N)c3ccccc31)CCC2	-3%	7%	-2%	3%	-11%	11%	-8%	3%	1
O=C(Nc1ccccc1)c1ccc(S(=O)(=O)NCC2CCCO2)cc1 (centres undefined)	4%	2%	·	·	-5%[59 µM]	28%	-5%	·	0
Cc1sc2nc(SCc3nc4ccccc4[nH]3)n(Cc3ccco3)c(=O)c2c1C	41%[activator]	9%	0%	-3%	-15%[12.7 µM]	13%	-25%	6%	-1
COc1ccc(C(=O)CSc2nnc(CNC(=O)c3ccccc3)n2C)cc1	3%	8%	-1%	-1%	·	30%	3%	-4%	-1
CCN(CC)C(=O)CSc1nc2c(sc(=S)n2-c2ccccc2)c(=O)n1-c1ccccc1OC	1%	7%	i	-4%	12%	10%	-25%	-9%	1
Cc1cc(NS(=O)(=O)c2ccc(NC(=S)NC(=O)c3ccc(Br)cc3)cc2)no1	-12%	37%[activator]	-10%	9%	?	-14%	-32%	-32%	-4
O=C(c1cccnc1)N1CCN(c2c(Cl)cccc2[N+](=O)[O-])CC1	-6%	-12%	-4%	-4%	11%[59 µM]	18%	-17%	7%	-3
CCOC(=O)N1CCC(NC(=O)c2ccc(CS(=O)c3cccc(C)c3)o2)CC1 (centres undefined)	8%	-10%	-8%	-13%	63%[activator]	54%[activator]	-7%	-15%	-2
Cc1cccc(-n2cc[nH]c2=S)c1C	-2%	14%	-4%	-13%	1.8µM*	35%	40µM*	-6%	4
CCC(=O)N1CCc2cc(Br)cc(S(=O)(=O)N3CCN(c4cccc(Cl)c4)CC3)c21	-9%	6%	4%	0%	5%[59 µM]	22%	-17%	1%	-2
CC(=O)c1c(O)cc(=O)oc1-c1ccc(C)cc1	1%	10%	-6%	-4%	·	16%	?	·	2
